# High-throughput results: PubChem BioAssay, several laboratories
# DTT redox prof = compounds producing H2O2 with reducing agent – biochemical, NIH compound library profiling, artefact control for MLSCN library redox annotation, primary screen; DTT-dependent redox cycling H2O2, phenol red/HRP absorbance; 100% = 100 µM peroxide control, 0% = buffer; activation, % at 10 µM; actives 0.03% (n = 200,000); AID 878;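 active means activation of at least 50% relative to the plate's high and low controls in the primary single-dose screen; inactive means activation below 50%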;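 further: compound incubated with DTT at 0.8 mM final as the reducing agent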
# NF-kB neuron act = NF-kB expression increase, human neuronal cells. NF-kB reporter expression; stronger effect = higher value. fold change at 12.5 µM. actives 1.6% (n = 190,000). AID 1239; in the data active means fold change above about 3.3
# STAT3 activator = increases IL-6 driven STAT3 reporter signal | activation (% of control), % at 5.6 µM | U3A cells, IL-6 STAT3-luciferase reporter, luminescence; 100% = signal with IL-6 EC80 alone | actives 0.91% (n = 190,000);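 active means activation above the screen-wide mean of compound activation plus 3 SD, cut at about 130% in these data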;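 further: 0% = background luminescence of wells with medium and substrate only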
#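 Detection: reporter luminescence signal / Assay system: STAT1-lacking human U3A cells, STAT3 luciferase reporter / Incubation: compound pre-incubation 1 h before IL-6, then 6 h stimulation at 37 °C / Control set: IL-6-only high control / Read-out: % activation relative to IL-6 control / Probe or stimulus: Interleukin-6, 33 ng/mL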
# APP 5'UTR act = APP 5'UTR luciferase reporter activation. actives 1% (n = 190,000). activation, % at 2 µM. SH-SY5Y APP 5'UTR luciferase reporter, luminescence; zero percent = DMSO vehicle wells;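 active means activation above a set limit, based on mean plus 3 SD of controls, cut at about 140% in these data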; further: values of inactives mirror those of a sister screen read the other way
# STAT1 inh = reduces IFN-gamma driven STAT1 reporter signal; NIH 3T3 STAT1-luciferase reporter, luminescence; inhibition, % at 5.5 µM; actives 0.35% (n = 200,000); AID 920;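 active means inhibition above a set limit, the mean inhibition across all tested compounds plus 3 SD, cut at about 34% in these data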;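 further: 0% = IFN-gamma with DMSO and 100% = IFN-gamma with 300 µM nifuroxazide; values of inactives mirror those of a sister screen read the other way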
# Hsp70 activator = Hsp70 transcriptional activation, primary screen; HeLa Hsp70 promoter luciferase reporter, luminescence; scaled: vehicle 0, proteasome-inhibitor control 100%; activation, % at 10 µM; actives 0.04% (n = 200,000); AID 1203;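 active means activation above the mean across all tested compounds plus 3 SD, cutoff set per campaign, cut at about 5.5% in these data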;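 further: 100% = MG132 at 30 µM as the positive control and 0% = DMSO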
# Efa HMGR inh = inhibitors of class II HMG-CoA reductase from Enterococcus faecalis | inhibition, % at 10 µM | purified E. faecalis HMGR, NADPH absorbance 340 nm kinetic | actives 0.41% (n = 190,000);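 active means inhibition above a set limit, the median over all tested compounds plus 3 SD, cut at about 9.5% in these data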;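 further: enzyme runs in reverse so mevalonate oxidation gives rising NADPH absorbance; 0% = complete reaction with DMSO and 100% = background rate lacking mevalonate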
# TLR4-MyD88 BLA = inhibitors of human TLR4-MyD88 binding; O00206+Q99836; HeLa CL3-4 TLR4/MyD88 BLA complementation, FRET ratio; inhibition, % at 8.4 µM; actives 0.18% (n = 200,000); AID 861; in the data active means inhibition above about 25%;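 further: 0% = vehicle and 100% = reference inhibitor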
# Target sequence (O00206 whole entry, looked up): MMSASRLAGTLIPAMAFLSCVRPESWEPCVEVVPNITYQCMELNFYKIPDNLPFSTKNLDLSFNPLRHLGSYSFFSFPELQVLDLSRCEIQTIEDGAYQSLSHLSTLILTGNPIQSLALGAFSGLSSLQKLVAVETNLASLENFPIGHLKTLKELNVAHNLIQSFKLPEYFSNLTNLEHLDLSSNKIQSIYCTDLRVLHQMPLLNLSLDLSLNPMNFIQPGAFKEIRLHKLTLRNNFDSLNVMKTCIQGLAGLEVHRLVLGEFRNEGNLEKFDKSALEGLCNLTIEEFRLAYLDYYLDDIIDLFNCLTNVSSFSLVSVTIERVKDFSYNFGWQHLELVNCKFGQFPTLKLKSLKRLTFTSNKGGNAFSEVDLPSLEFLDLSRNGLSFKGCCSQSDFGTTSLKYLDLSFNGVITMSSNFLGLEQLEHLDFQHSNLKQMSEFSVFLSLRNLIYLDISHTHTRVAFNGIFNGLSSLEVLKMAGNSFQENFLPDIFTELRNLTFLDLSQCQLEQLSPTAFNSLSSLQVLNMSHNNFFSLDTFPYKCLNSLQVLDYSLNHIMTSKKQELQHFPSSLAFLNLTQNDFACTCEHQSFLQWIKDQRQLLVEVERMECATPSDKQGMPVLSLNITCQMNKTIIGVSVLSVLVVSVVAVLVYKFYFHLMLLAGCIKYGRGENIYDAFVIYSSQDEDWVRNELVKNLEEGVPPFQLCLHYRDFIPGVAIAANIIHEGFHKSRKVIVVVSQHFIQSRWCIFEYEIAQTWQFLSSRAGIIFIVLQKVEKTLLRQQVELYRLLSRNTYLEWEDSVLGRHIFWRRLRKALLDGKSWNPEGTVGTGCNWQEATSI
# Target sequence (Q99836 whole entry, looked up): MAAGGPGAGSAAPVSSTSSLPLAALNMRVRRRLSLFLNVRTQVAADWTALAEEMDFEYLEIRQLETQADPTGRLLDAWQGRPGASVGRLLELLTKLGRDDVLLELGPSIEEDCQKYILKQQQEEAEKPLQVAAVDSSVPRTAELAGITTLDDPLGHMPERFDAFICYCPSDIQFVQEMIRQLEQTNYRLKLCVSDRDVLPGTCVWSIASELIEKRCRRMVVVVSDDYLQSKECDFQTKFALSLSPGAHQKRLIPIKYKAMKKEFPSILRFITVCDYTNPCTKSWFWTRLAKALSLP
# STAT3 inh = reduces IL-6 driven STAT3 reporter signal | inhibition, % at 5.5 µM | actives 0.89% (n = 190,000) | U3A cells, IL-6 STAT3-luciferase reporter, luminescence; host cell line lacks STAT1;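 active means inhibition above the mean inhibition across all screened compounds plus 3 SD, cut at about 44% in these data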;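 further: 0% = DMSO only wells and 100% = 100 µM nifuroxazide control wells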
# STAT1 act = increases IFN-gamma driven STAT1 reporter signal; activation (% of control), % at 5.5 µM; NIH 3T3 STAT1-luciferase reporter, luminescence; 100% = IFN-gamma alone, no compound; actives 2.6% (n = 200,000);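 active means activation above the screen-wide mean activation plus 3 SD, cut at about 130% in these data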;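 further: raw ratio to IFN-gamma control signal so 100% means no change and 0% no light; values of inactives mirror those of a sister screen read the other way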
# An asterisk follows results filed as active.
(1) COc1ccc(C)cc1S(=O)(=O)Nc1ccc(F)cc1
(2) CCOc1cc(/C=N/NS(=O)(=O)c2ccc(OC)cc2)ccc1OCCN1CCOCC1
(3) C=CCn1c(SCC(=O)c2[nH]c(C)c(C(=O)OC)c2C)nc2scc(-c3ccc(OC)c(OC)c3)c2c1=O
(4) O=C(NCc1nc2ccccc2[nH]1)c1c(F)c(F)c(F)c(F)c1F
(5) CC(=O)c1ccc(OCc2cc([N+](=O)[O-])cc3c2OCOC3)cc1
(6) CCOc1cc(NC(=S)NCC2CCCO2)c(OCC)cc1NC(=O)c1ccccc1 (configuration not stated)
Screen / compound no.,1,2,3,4,5,6
DTT redox prof,-3.9,-0.3,0.5,-1.1,-1.1,2.5
NF-kB neuron act,0.99,1.1,1.1,1.3,1,0.63
STAT3 activator,99,102,92,100,83,97
APP 5'UTR act,2,-12,-21,27,15,-2
STAT1 inh,6,7,0,-5,-3,-1
Hsp70 activator,0.7,-0.1,-0.6,-0.2,0.2,-0.1
Efa HMGR inh,-3,-6,-6,-7,-7,2
TLR4-MyD88 BLA,-5,-17,4,4,-15,8
STAT3 inh,1,-1,12,4,27,12
STAT1 act,94,93,100,103,103,102

(7) CCCCCc1c(O)nc(SCCN2CCOCC2)[nH]c1=O
(8) COCc1nnc(NC(=O)CCCOc2ccccc2OC)s1
(9) CCOC(=O)CNC(=O)CSc1nnc(-c2cccc(OC)c2)n1CC
(10) CCOc1ccccc1C(=O)N1CCC(n2nnc3cc(C(F)(F)F)ccc32)CC1
(11) CCOC(=O)c1cnc(Nc2nc3ccccc3o2)nc1CSC(=S)N1CCCCC1
(12) CCOC(=O)c1[nH]c2ccccc2c1NC(=O)c1ccc(S(=O)(=O)N(C)C)cc1
Screen / compound no.,7,8,9,10,11,12
DTT redox prof,1.2,0.0,-0.2,-2.6,-0.3,0.5
NF-kB neuron act,1,1.3,1.1,0.76,0.69,1.4
STAT3 activator,99,112,98,97,103,112
APP 5'UTR act,1,-8,13,2,-13,0
STAT1 inh,-6,-5,10,1,-22,1
Hsp70 activator,0.3,0.1,-0.3,-0.1,-0.5,-0.3
Efa HMGR inh,-6,-2,-1,0,-4,2
TLR4-MyD88 BLA,2,1,-10,4,-8,7
STAT3 inh,4,-9,5,7,-3,-15
STAT1 act,104,105,91,99,120,99

(13) COc1cccc(/C=N/Nc2cc(-n3nc(C)cc3-c3ccccc3)ncn2)c1O
(14) COc1ccc(CNC(=O)c2c(N)n(CCCN3CCOCC3)c3nc4ccccc4nc23)cc1
(15) CN(C)c1ccc(/C=N/N=C(N)N)cc1[N+](=O)[O-]
(16) NS(=O)(=O)c1ccc(CCNC(=O)COC(=O)CCc2ccccc2)cc1
(17) CC(C)NC(=O)CC(c1ccccc1)c1cc(Br)ccc1O (configuration not stated)
(18) CCc1nc(NCCc2ccccn2)c2nnn(Cc3ccccc3F)c2n1
Screen / compound no.,13,14,15,16,17,18
DTT redox prof,-0.1,0.3,0.1,-0.1,-0.1,-0.8
NF-kB neuron act,1.1,0.39,1.2,1,1.1,1.1
STAT3 activator,98,100,91,107,95,88
APP 5'UTR act,-71,-19,7,8,1,-17
STAT1 inh,-1,-6,5,-2,5,-1
Hsp70 activator,-0.5,-0.2,-0.4,-0.1,0.7,-0.5
Efa HMGR inh,-3,0,-1,2,-2,-6
TLR4-MyD88 BLA,-1,-22,5,17,15,1
STAT3 inh,0,5,14,0,3,18
STAT1 act,101,105,94,100,95,99

# The final 3 records of the part above are carried over, then new ones follow.
(16) NS(=O)(=O)c1ccc(CCNC(=O)COC(=O)CCc2ccccc2)cc1
(17) CC(C)NC(=O)CC(c1ccccc1)c1cc(Br)ccc1O (configuration not stated)
(18) CCc1nc(NCCc2ccccn2)c2nnn(Cc3ccccc3F)c2n1
(19) CCn1c(Cc2ccccc2)nnc1SCc1ccc([N+](=O)[O-])cc1
(20) CCN(CC)CCOc1ncnc2c1oc1ccccc12
(21) CCCCn1c(CNC(=O)C23CC4CC(CC(C4)C2)C3)nnc1SCC(=O)Nc1nnc(C)s1
(22) O=C(Nc1ccc2c(c1)OCCO2)c1ccc(Cl)c(S(=O)(=O)N2CCCCC2)c1
(23) O=C(Cc1cn2ccsc2n1)Nc1ccccn1
(24) Cc1cc2ccccc2n2c(SCC(=O)NCc3cccs3)nnc12
Screen / compound no.,16,17,18,19,20,21,22,23,24
DTT redox prof,-0.1,-0.1,-0.8,0.3,-0.7,-0.3,-0.1,1.3,0.2
NF-kB neuron act,1,1.1,1.1,1,1.4,1.1,0.9,1.4,1.3
STAT3 activator,107,95,88,91,94,101,79,97,83
APP 5'UTR act,8,1,-17,-12,18,15,30,-8,12
STAT1 inh,-2,5,-1,1,-3,-6,3,7,-1
Hsp70 activator,-0.1,0.7,-0.5,-0.1,-0.1,-0.2,-0.3,0.1,-0.2
Efa HMGR inh,2,-2,-6,-2,-1,1,-2,-6,-4
TLR4-MyD88 BLA,17,15,1,-18,-5,-3,-7,-10,-2
STAT3 inh,0,3,18,9,10,8,26,6,20
STAT1 act,100,95,99,99,103,105,97,93,100

(25) CSc1ccc(-c2nc3cnccn3c2Nc2ccc3c(c2)OCO3)cc1
(26) Cc1nn(-c2cccc(Cl)c2)c2nc(C(F)(F)F)[nH]c(=O)c12
(27) Nc1nc(-c2ccccc2)nc2sc3c(c12)CCCC3
(28) CCOC(=O)c1c(COc2ccccc2)oc2ccc(O)cc12
(29) O=c1ccc(Oc2nc(N3CCCCC3)nc(N3CCCCC3)n2)n[nH]1
(30) COc1ccc(C(c2nnnn2Cc2ccccc2)N2CCN(c3nc4ccccc4s3)CC2)cc1 (configuration not stated)
Screen / compound no.,25,26,27,28,29,30
DTT redox prof,-0.3,0.5,0.4,1.7,0.1,4.3
NF-kB neuron act,0.93,1,11*,2.2,0.92,0.52
STAT3 activator,87,101,105,87,106,109
APP 5'UTR act,-5,11,180*,0,-5,13
STAT1 inh,-8,3,-102,6,12,-2
Hsp70 activator,-0.1,-0.3,0.0,-0.4,-0.3,-0.1
Efa HMGR inh,-6,-13,1,0,-5,3
TLR4-MyD88 BLA,13,-19,-12,-10,8,0
STAT3 inh,12,4,-9,20,-3,-4
STAT1 act,108,97,191*,94,89,101

(31) CCCCn1c(SCC(=O)N2CCN(c3ccccc3)CC2)nc2ccsc2c1=O
(32) COc1cccc(/C=N/Nc2nccnc2Cl)c1O
(33) COc1cc(C(=O)N/N=C/c2sccc2C)cc(OC)c1OC
(34) N#C/C=C1/NC(=O)c2ccccc2S1
(35) C=CCNC(=O)c1cnc2n(c1=O)CCS2
(36) CCCNS(=O)(=O)c1ccc(CCC(=O)N2CCCC2)cc1
Screen / compound no.,31,32,33,34,35,36
DTT redox prof,-0.2,0.0,0.0,0.2,0.3,-1.3
NF-kB neuron act,0.6,6.2*,2.2,1.2,0.92,1.2
STAT3 activator,98,34,130,99,100,95
APP 5'UTR act,5,-51,-92,16,3,4
STAT1 inh,22,-4,18,-3,-7,10
Hsp70 activator,-0.4,-0.4,1.2,-0.3,-0.2,-0.1
Efa HMGR inh,-3,-4,-6,-2,-4,-5
TLR4-MyD88 BLA,-3,-14,5,-14,-1,7
STAT3 inh,6,83*,-26,7,0,8
STAT1 act,80,102,83,101,108,91

(37) CCCCN1C=C(C(=O)OC)C(c2ccccc2C(F)(F)F)C(C(=O)OC)=C1
(38) Cc1ccc(S(=O)(=O)CCC(=O)Nc2nc3c(s2)CCCC3)cc1
(39) COc1ccc(CCSc2nnc(C3CCCCC3)n2N)cc1
(40) C/C(Nc1cccc(F)c1)=C(/C#N)C(N)=O
(41) CCOC(=O)C1(C(F)(F)F)N=C(c2cccnc2)OC(N2CCCCC2)=N1 (configuration not stated)
(42) C=CCNC(=O)C(=O)NCCOc1ccccc1Cl
Screen / compound no.,37,38,39,40,41,42
DTT redox prof,1.4,1.9,0.0,0.1,0.7,0.0
NF-kB neuron act,1.6,1.1,1,1.1,1.2,1.6
STAT3 activator,104,103,94,90,89,102
APP 5'UTR act,8,9,-20,-1,-21,7
STAT1 inh,5,-7,4,12,18,-3
Hsp70 activator,0.1,-0.4,-0.2,-0.3,-0.4,-0.1
Efa HMGR inh,-5,3,0,-3,-1,-4
TLR4-MyD88 BLA,-16,1,10,1,-11,-3
STAT3 inh,-1,0,8,16,16,1
STAT1 act,96,107,98,89,83,102

(43) CC1=C(C(=O)N2CCOCC2)C(c2c(C)cc(C)cc2C)NC(=S)N1 (configuration not stated)
(44) Cc1cccn2c(=O)c(C=O)c(Sc3ncccn3)nc12
(45) COc1ccc(-n2nnnc2-c2nc3ccccc3s2)cc1
(46) COc1ccc(CNC(=O)CSc2nnc3c(Cl)cc(C(F)(F)F)cn23)cc1OC
(47) O=[N+]([O-])c1ccc2c(c1)C(N1CCOCC1)/C(=C/C1(O)CCCCC1)O2 (configuration not stated)
(48) CS(=O)(=O)c1ccc(Cl)c(NC(=O)CSc2nc3ccccc3c(=O)n2CCCN2CCOCC2)c1
Screen / compound no.,43,44,45,46,47,48
DTT redox prof,0.3,0.1,0.6,0.8,-0.1,0.3
NF-kB neuron act,1.1,0.83,1.5,0.79,1.2,0.69
STAT3 activator,112,111,79,104,96,101
APP 5'UTR act,5,6,237*,7,10,-1
STAT1 inh,-3,8,-74,6,2,3
Hsp70 activator,-0.2,0.1,0.1,0.0,-0.1,-0.3
Efa HMGR inh,-3,-7,-2,-2,-4,-5
TLR4-MyD88 BLA,-14,2,-25,3,-21,-7
STAT3 inh,-13,-13,23,-5,11,-3
STAT1 act,101,93,166*,95,97,98

# Structures listed above that bear a hit mark in NF-kB neuron act:
no.	smiles	DTT redox prof	NF-kB neuron act	STAT3 activator	APP 5'UTR act	STAT1 inh	Hsp70 activator	Efa HMGR inh	TLR4-MyD88 BLA	STAT1 act
27	Nc1nc(-c2ccccc2)nc2sc3c(c12)CCCC3	0.4	11*	105	180*	-102	0.0	1	-12	191*
32	COc1cccc(/C=N/Nc2nccnc2Cl)c1O	0.0	6.2*	34	-51	-4	-0.4	-4	-14	102

# (continued)
(49) CCOc1ccc2nc(NC(NC(C)=O)(C(=O)OC)C(F)(F)F)sc2c1 (configuration not stated)
(50) CC(=O)Nc1cccc(C(=O)N/N=C/c2ccccc2F)c1
(51) CCCCC(CC)C(=O)Nc1ccc(Nc2ccccc2)cc1 (configuration not stated)
(52) Cn1c(-c2ccc(F)cc2)cnc1SCC(=O)NNC(=O)Cc1ccccc1
(53) O=C(CN(CCc1ccccc1)S(=O)(=O)c1ccc(Br)cc1)N/N=C/c1ccc2c(c1)OCO2
Screen / compound no.,49,50,51,52,53
DTT redox prof,-2.4,0.0,0.4,0.0,0.1
NF-kB neuron act,0.97,2.7,1.1,1.2,1.2
STAT3 activator,97,101,93,100,105
APP 5'UTR act,-18,47,10,-2,11
STAT1 inh,-3,-48,-1,-3,-6
Hsp70 activator,0.0,0.0,-0.3,0.0,-0.2
Efa HMGR inh,-1,5,-5,1,-8
TLR4-MyD88 BLA,17,-7,0,7,-2
STAT3 inh,10,-3,10,6,-3
STAT1 act,104,143*,101,102,105
